LEDGF integ inh: blockers of LEDGF/p75-dependent integrase strand transfer – biochemical, TR-FRET, high throughput, primary screen; actives 0.64% (n = 370,000); inhibition, % at 3.7 µM; AID 743269, 2014; HIV-1 integrase (with human LEDGF/p75); TR-FRET IN-LEDGF/p75 DNA integration, Eu/Cy5;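 active = inhibition above the screen-wide mean plus 3 SD, cut at about 13% in these data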;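 also: signal is the Cy5 over europium emission ratio at 671 and 618 nm; 0% = plate median of compound wells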
PRMT1 FP inh: PRMT1 methyltransferase inhibitors, primary screen, biochemical, fluorescence polarization; inhibition, % at 2.79 µM; recombinant PRMT1, activity-based probe fluorescence polarization; actives 1.3% (n = 370,000); AID 652257, 2013;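 active = inhibition above about 21% made by adding two undisclosed values, limit read from the data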
Tn6 DDE FP: inhibitors of Tn6 peptide binding to fibrin DD(E), primary screen, biochemical, fluorescence polarization, human fibrin, Tn6 probe; Fibrinogen beta chain (Homo sapiens), P02675; AID 720509, 2013; inhibition, % at 8.3 µM; Fibrin DD(E) TRITC-Tn6 fluorescence polarization displacement; actives 0.21% (n = 370,000);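 active = inhibition above a per-campaign cutoff: mean of compounds within control limits plus 3 SD, cut at about 15% in these data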;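 also: 0% = median of all compound wells on the plate and 100% = blocking peptide control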
MBD2 DNA inh: inhibitors of MBD2 binding to methylated DNA, primary screen, biochemical, TR-FRET, DNA-binding domain, human | actives 0.31% (n = 370,000) | inhibition, % at 4.4 µM | Methyl-CpG-binding domain protein 2 (Homo sapiens), Q9UBB5 | AID 686964, 2013 | MBD2 binding to methylated oligonucleotide; in the data active = inhibition above about 13%
SIAE primary: human SIAE inhibitors, primary screen, biochemical, fluorescence polarization, FP-Rh probe, 1536-well HTS; Sialate O-acetylesterase (Homo sapiens), Q9HAT2; SIAE FP-Rh probe binding; inhibition, % at 9.66 µM; actives 0.69% (n = 370,000); AID 1053197, 2014;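 active = inhibition above a cutoff: mean of compounds within the control limits plus 3 SD of those, cut at about 17% in these data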;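 also: 0% = plate median of compound wells and 100% = probe without SIAE protein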
TCR-CD3 inh: inhibitors of human TCR-CD3 interaction, primary screen, biochemical, fluorescence, TAMRA-labeled TCR probe; inhibition, % at 9.4 µM; actives 0.37% (n = 360,000); AID 651800, 2012; in the data active = inhibition above about 19%;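 also: recombinant mutant TCR 2C K166C tagged with TAMRA read by polarization; 0% = receptor in buffer alone and 100% = receptor with positive control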
TDP2 absorb: human TDP2 enzyme inhibitors, primary screen, biochemical, epi absorbance, recombinant enzyme; T5PNP hydrolysis, p-nitrophenol absorbance 415 nm; inhibition, % at 12.8 µM; actives 0.34% (n = 370,000);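 active = inhibition above the mean of all tested compounds plus 3 SD, set per campaign, cut at about 25% in these data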;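 also: 0% = DMSO with enzyme and 100% = buffer with substrate but no TDP2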
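Read-out basis: percent inhibition. System: recombinant human TDP2. Buffer or medium: Mg2+-containing Tris-HCl buffer, pH 7.5. Repeats: single replicate. Timing: reaction 2 h, 37 °C. Benchmarks: high control without enzyme, low control DMSO plus TDP2. Probe or stimulus: 5 mM T5PNP. Doses: 12.8 µM only. Measured by: epi absorbance of p-nitrophenol freed from T5PNP by hydrolysis.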
DDE Tn7 FP inh: inhibitors of Tn7 peptide binding to fibrin DD(E), primary screen, biochemical, fluorescence polarization, human fibrin, Tn7 probe. actives 0.13% (n = 370,000). FP displacement of FITC-Tn7 peptide from fibrin DD(E); 0% = median of compound wells per plate. inhibition, % at 8.3 µM;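 active = inhibition above the mean of compounds falling within the control limits plus 3 SD of them, cut at about 14% in these data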;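 also: 0% = plate median of compound wells and 100% = 10 µM Aha-Tn7 peptide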
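System: human fibrin DD(E); quantity: Fibrin-DD(E) at 2 µM final; also added: fluorescent Tn7 probe at 0.1 µM; compound dosing: single nominal test concentration of 8.3 µM per compound; schedule: 10 min preincubation, 3 h with tracer, room temperature; detection: fluorescence polarization of the labelled Tn7 tracer; repeats: one replicate per compound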
UHRF1 binding: UHRF1 methylated DNA binding inhibitors, primary screen, counter-screen for MBD2 inhibitor project, biochemical, TR-FRET, human UHRF1, single concentration; E3 ubiquitin-protein ligase UHRF1 (Homo sapiens), Q96T88; UHRF1 binding to methylated oligo; inhibition, % at 4.4 µM; actives 0.75% (n = 370,000); AID 687016, 2013; in the data active = inhibition above about 21%;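 also: UHRF1 SRA domain binding a hemimethylated CpG hairpin DNA probe; 0% = median of test compound wells and 100% = reference inhibitor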
Target sequence (Q96T88 whole entry, looked up, the tested form may be a part): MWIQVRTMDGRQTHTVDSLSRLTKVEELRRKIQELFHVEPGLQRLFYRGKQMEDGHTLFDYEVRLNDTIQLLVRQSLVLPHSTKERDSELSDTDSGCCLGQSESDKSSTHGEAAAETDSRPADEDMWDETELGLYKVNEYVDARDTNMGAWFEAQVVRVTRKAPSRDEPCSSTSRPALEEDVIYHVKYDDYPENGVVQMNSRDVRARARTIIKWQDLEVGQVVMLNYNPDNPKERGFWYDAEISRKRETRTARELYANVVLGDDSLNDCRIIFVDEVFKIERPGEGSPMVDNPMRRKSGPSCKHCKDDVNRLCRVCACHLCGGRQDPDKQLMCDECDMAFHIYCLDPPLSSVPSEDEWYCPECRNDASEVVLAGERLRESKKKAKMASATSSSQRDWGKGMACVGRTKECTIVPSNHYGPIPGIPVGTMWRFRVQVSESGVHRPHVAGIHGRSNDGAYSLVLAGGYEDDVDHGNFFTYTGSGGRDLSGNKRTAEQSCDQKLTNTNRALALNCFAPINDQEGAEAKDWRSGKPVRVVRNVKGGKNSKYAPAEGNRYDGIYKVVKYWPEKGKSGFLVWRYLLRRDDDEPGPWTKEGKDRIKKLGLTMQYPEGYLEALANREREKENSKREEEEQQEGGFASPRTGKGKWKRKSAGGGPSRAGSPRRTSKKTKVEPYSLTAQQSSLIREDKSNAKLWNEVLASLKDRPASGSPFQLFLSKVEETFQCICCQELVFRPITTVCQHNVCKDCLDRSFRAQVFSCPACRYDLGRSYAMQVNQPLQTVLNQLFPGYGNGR
KLK7 zymogen act: proKLK7 zymogen activators, primary screen, biochemical, fluorescence intensity. purified proKLK7, EDANS-DABCYL substrate fluorescence; 100% is mature enzyme control, 0% vehicle. activation, % at 7 µM. actives 0.9% (n = 370,000). AID 652039, 2013;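 active = activation above the mean of all tested compounds plus 3 SD, computed per campaign excluding outliers beyond control limits, cut at about 13% in these data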
Target sequence (P49862 whole entry, looked up): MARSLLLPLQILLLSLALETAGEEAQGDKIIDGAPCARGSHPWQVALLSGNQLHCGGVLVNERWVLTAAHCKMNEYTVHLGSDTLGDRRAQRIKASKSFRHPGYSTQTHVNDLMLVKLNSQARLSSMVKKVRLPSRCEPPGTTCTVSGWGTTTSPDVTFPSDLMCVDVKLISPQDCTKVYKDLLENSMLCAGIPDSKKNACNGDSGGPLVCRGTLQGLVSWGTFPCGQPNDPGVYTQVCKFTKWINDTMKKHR
Numbers without * were called inactive; · = no result given. Compounds as they come; overall some 4.6% were active at least once.

SMILES	LEDGF integ inh	PRMT1 FP inh	Tn6 DDE FP	MBD2 DNA inh	SIAE primary	TCR-CD3 inh	TDP2 absorb	DDE Tn7 FP inh	UHRF1 binding	KLK7 zymogen act
CC(=O)N1CCOc2ccc(S(=O)(=O)NCC3CCC(C(=O)Nc4ncccc4C)CC3)cc21 (configuration not stated)	-3.7	2.7	2.0	0.0	-0.9	0.6	-3.9	2.3	0.5	0.3
O=C(NNC(=O)c1cc(S(=O)(=O)N2CCOCC2)c(Cl)cc1Cl)c1ccccc1F	1.1	1.2	-0.7	6.0	-0.4	-9.2	1.4	-0.9	5.2	0.2
CNC(=S)NC1CC2CCCC(C1)N2Cc1ccco1 (configuration not stated)	1.3	-0.6	-2.0	-2.9	-9.8	-1.2	-0.8	1.1	-3.3	0.1
c1cnc2c(Oc3ncnc4sccc34)cccc2c1	2.4	-7.5	-6.7	-4.4	9.4	1.1	-4.7	4.3	0.7	0.1
CC(C)NC1=C(Cl)C(=O)c2ccccc2C1=O	3.3	0.4	-7.5	-28.3	5.4	3.0	22.7	5.4	-28.4	-0.1
Cn1cc(-c2ccno2)c(C(=O)O)n1	-3.0	0.0	0.2	1.9	1.3	-3.6	-0.8	-2.5	1.4	-1.1
COc1cccc(OCC(=O)NN=C2c3ccccc3-c3ccccc32)c1	-2.4	-2.0	4.0	-3.5	-7.7	1.6	-3.0	-7.5	-1.8	-0.6
CC1(C(=O)NC2CCCC2)CCC(=O)N1Cc1ccc2c(c1)OCO2 (configuration not stated)	0.1	-0.1	1.9	2.8	-1.9	-2.9	-0.6	4.4	-1.7	0.1
CN(C)c1cccc(NC(=O)c2ccc(-c3ccc(F)c(F)c3)c3ccoc23)c1	3.4	-8.9	-0.7	2.9	7.6	-2.2	-5.8	4.8	-0.8	0.0
Cc1ccc(N(CC(=O)O)S(C)(=O)=O)cc1	2.2	-2.3	-1.5	-1.0	5.7	-5.2	0.6	-4.9	-1.3	0.2
CS(=O)(=O)c1ccccc1-c1nc(-c2ccc(C(F)(F)F)cc2)no1	5.3	1.5	1.3	2.5	4.3	3.3	-14.2	-1.5	0.8	-0.3
CCn1c(SCC(=O)Nc2nc3ccc(OC)cc3s2)nc2c1c(=O)n(C)c(=O)n2C	-3.7	-0.6	0.8	0.3	-1.6	-0.5	-1.7	9.8	3.3	0.3
Cn1c(C(=O)OCC(=O)NCc2cccs2)cc2sccc21	0.2	-2.6	-1.8	2.4	1.6	1.4	1.9	4.3	-1.5	0.8
CCn1nc(Cc2cccc3ccccc23)c(C#N)c1N	-0.3	-2.4	5.7	-0.4	1.3	-2.5	2.5	3.1	1.5	0.3
Cc1c(CCC(=O)N2CCC(C(=O)O)(c3ccccc3)CC2)c(=O)oc2cc3oc4c(c3cc12)CCCC4	0.3	5.0	-0.2	8.8	-3.5	2.7	3.6	-4.4	0.8	-1.7
C=CCN=C1NC(c2ccccc2)C(C(=O)OC)=C(C)N1C (configuration not stated)	3.2	-2.4	-2.0	3.2	0.9	6.9	-7.5	-0.8	0.8	-1.0
OCCN1CCN(c2ncnc3c2ncn3[C@H]2CN(Cc3ccc4c(c3)OCO4)C[C@@H](CO)O2)CC1	1.4	4.5	0.9	2.4	4.4	-5.8	-12.2	-8.2	-1.1	-0.1
COCCCN(C(=O)c1ccc(-c2ccc(C(C)=O)cc2)o1)c1c(N)n(CC(C)C)c(=O)[nH]c1=O	-0.8	-1.2	0.5	-1.4	-0.1	3.1	8.8	-2.6	-1.0	-29.4
CN(CCc1ccccc1)C(C(=O)c1ccc2c(c1)OCO2)c1nnnn1-c1ccccc1NC(=O)OC(C)(C)C (configuration not stated)	-1.2	8.5	-0.6	4.3	3.8	-6.8	2.9	2.8	-0.8	-0.5
COCC(C)N=C1NN=C(c2cccs2)C(CC(=O)O)S1 (configuration not stated)	-3.7	3.6	2.6	-2.7	0.8	-2.8	8.1	-0.5	-10.5	0.3
Cc1cc(C)cc(NC(=S)NCc2ccncc2)c1	2.2	-3.1	3.1	-9.4	-5.5	7.2	-20.2	8.8	2.7	0.5
O=C(N/N=C(\Cc1ncc[nH]1)c1ccccc1)c1ccncc1	0.0	0.5	6.3	-5.1	-1.3	-2.2	-0.9	-1.5	-5.3	4.4
O=S(=O)(NCc1cccnc1)c1ccc(Cl)c(Cl)c1Cl	-3.8	1.8	3.4	4.0	-2.2	-2.2	-6.9	-1.6	1.7	-0.2
Clc1ccccc1-c1cccc2nccn12	0.7	-0.9	-1.5	0.6	9.8	3.4	-0.9	-2.9	-1.8	0.7
COc1ccc([C@H]2CN(Cc3ccccc3)C(=O)[C@@H]2CC(=O)Nc2ccccc2)cc1	3.9	-0.9	-4.2	-1.6	-5.5	7.8	-5.6	-4.8	-1.3	-0.1
COc1ccc(/C=C/C(=O)OCC(=O)c2c[nH]c3ccccc23)cc1	3.3	1.5	-2.0	8.9	-9.3	3.9	-5.8	-6.8	-2.5	0.1
COc1ccc(-c2nc(CN3CCC(C(=O)N4CCc5ccccc54)CC3)c(C)o2)cc1OC	-0.4	-1.5	-0.8	4.5	-7.2	-5.5	6.2	2.0	0.0	0.0
CC(C)n1cnnc1SCC(=O)Nc1ccc(N2CCCCC2)cc1	3.0	-3.7	5.1	-7.0	6.4	1.4	7.5	6.1	-5.2	-0.4
Cc1nc(C(F)(F)F)ccc1C(=O)N1CCC1(C)C(=O)NS(=O)(=O)c1cccc(Cl)c1 (configuration not stated)	1.8	-1.6	7.3	2.0	-5.3	3.1	-1.5	-2.4	0.9	-0.5
CCOC(=O)CSC1=C(C#N)C(c2ccccc2Cl)C(C(=O)OC)C(=O)N1 (configuration not stated)	0.4	3.4	-6.3	8.3	-4.7	-1.1	-10.7	7.2	5.0	1.5
C[C@H](O)[C@@H]1C(=O)N2CCc3c([nH]c4ccccc34)[C@@H]2C[C@@H]1N(C)C(=O)NC1CCCCC1	-1.6	3.2	-4.2	5.4	-0.6	-1.1	-4.5	-2.3	17.7	36.5*
CC(=O)N1c2ccc(S(=O)(=O)N3CCC(C(=O)NCCc4ccc(Cl)cc4)CC3)cc2CC1C (configuration not stated)	-1.5	-4.9	-0.8	-1.2	0.3	9.6	7.6	-5.5	-0.3	0.0
Cc1nn(C)cc1/C=C1\CCC/C(=C\c2cn(C)nc2C)C1=O	-1.1	-0.8	11.4	0.4	3.6	6.6	0.8	5.7	-3.5	1.2
O=C(COC(=O)c1ccccn1)NCc1ccc(Cl)cc1Cl	5.4	1.0	1.2	-2.0	3.4	-0.6	0.8	-3.3	0.4	-0.1
CCOc1ccc(Cc2nnc(SCC(=O)Nc3ccc(OC)cc3)n(N)c2=O)cc1	1.1	10.7	3.4	2.2	-9.4	-1.7	-8.4	-5.3	3.6	0.0
COc1ccccc1CCNC(=O)Nc1cccc([N+](=O)[O-])c1	-0.5	0.6	3.6	-5.9	-7.4	9.5	-5.1	8.0	-4.7	0.1
COc1cc2c(cc1OC)C(c1ccc(-c3ccc(Cl)c(Cl)c3)o1)=NCC2	-1.1	9.3	-7.0	0.2	-19.6	-4.9	-9.5	-2.8	5.8	-0.3
O=C(O)c1cccc2c1Cc1cc(Cl)ccc1-2	0.4	-1.1	2.2	2.6	4.4	0.9	-0.5	-2.0	-1.6	0.2
COc1ccc(CN(CC2CCC(C(=O)O)CC2)C(=S)Nc2cc(C)cc(C)c2)cc1 (configuration not stated)	-0.1	3.9	-8.2	4.1	7.4	-5.5	1.6	-2.2	-1.7	0.6
CCOC(=O)CSc1ccc(C(=O)Nc2ccc(Cl)cc2)cn1	-0.5	0.5	0.9	-4.9	4.5	-2.3	-10.7	4.6	0.5	-0.3

Continued, overlapping the part above by 4 compounds.
SMILES	LEDGF integ inh	PRMT1 FP inh	Tn6 DDE FP	MBD2 DNA inh	SIAE primary	TCR-CD3 inh	TDP2 absorb	DDE Tn7 FP inh	UHRF1 binding	KLK7 zymogen act
COc1cc2c(cc1OC)C(c1ccc(-c3ccc(Cl)c(Cl)c3)o1)=NCC2	-1.1	9.3	-7.0	0.2	-19.6	-4.9	-9.5	-2.8	5.8	-0.3
O=C(O)c1cccc2c1Cc1cc(Cl)ccc1-2	0.4	-1.1	2.2	2.6	4.4	0.9	-0.5	-2.0	-1.6	0.2
COc1ccc(CN(CC2CCC(C(=O)O)CC2)C(=S)Nc2cc(C)cc(C)c2)cc1 (configuration not stated)	-0.1	3.9	-8.2	4.1	7.4	-5.5	1.6	-2.2	-1.7	0.6
CCOC(=O)CSc1ccc(C(=O)Nc2ccc(Cl)cc2)cn1	-0.5	0.5	0.9	-4.9	4.5	-2.3	-10.7	4.6	0.5	-0.3
COCCn1c(C)cc(C(=O)COC(=O)CNC(=O)c2ccco2)c1C	0.7	-5.0	2.6	1.6	-4.8	-0.7	1.5	-4.3	-1.0	0.1
CN(C(=O)c1c[nH]c(=O)cc1C(F)(F)F)c1ccc(Cl)c(Cl)c1	2.3	-3.0	-3.7	-3.9	4.4	1.6	8.5	2.0	-1.5	0.7
CC(C)(C)C(=O)CSc1nnc(SCc2cccc3ccccc23)s1	-1.1	-1.2	-2.2	0.8	-3.0	·	2.5	-3.8	-0.5	0.1
CCOc1ccccc1N(C(=O)CNS(=O)(=O)c1ccccc1)C(CC)C(=O)NCc1ccco1 (configuration not stated)	0.2	1.2	-7.1	-0.5	1.5	-0.7	-9.2	10.2	4.1	0.9
O=C(Nc1cccc(-n2cnnn2)c1)c1ccoc1COc1ccc(Cl)cc1	2.7	1.2	-10.8	-1.3	-12.9	-1.8	-6.9	0.4	2.5	0.3
CCOc1ccc(CN2CCN(Cc3ccsc3)C(CCO)C2)cc1CO (configuration not stated)	-3.0	-0.4	3.6	4.2	1.4	-5.1	-0.6	-2.4	4.3	-0.3
O=C(NCc1ccc2c(c1)OCO2)C1CCCN1C(=O)Nc1ccc(F)cc1 (configuration not stated)	4.3	-2.4	2.9	-4.8	-6.7	1.8	-14.6	4.1	2.4	0.6
CC1(C)Nc2cccc3cccc(c23)N1	-8.0	-2.7	-30.4	-0.6	4.8	-2.9	12.0	-5.8	8.2	0.5
COc1ccccc1-c1n[nH]nc1C1=CC(=O)CC(C)(C)C1	3.8	-6.0	5.5	-0.4	-2.6	-3.9	-4.6	-0.4	-0.2	-0.2
